High-throughput results deposited in PubChem by several laboratories.
NSD2 inh – inhibitors of human histone methyltransferase NSD2; O96028; inhibition, % at 12.5 µM; NSD2 peptide methylation, AlphaScreen, 120 min; hit rate 0.54% among 310,000; in the data active = inhibition above about 50%
CDK5 inh – blocks human CDK5/p35 kinase activity; inhibition, % at 10 µM; hit rate 0.01% among 330,000; Recombinant CDK5/p35, ADP-Glo luminescence, 60 min; Q00535+Q15078;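 active = highest replicate inhibition of at least 50% and at least 75% of replicates reaching 50%; inconclusive = only one of the two criteria met; inactive = both criteria failed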;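 note: plate controls were DMSO neutral control for no effect and GW8510 at 10 µM for full effect; many of its hits are not listed in these tables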
PfHsp90 set2 – growth inhibition of yeast expressing Plasmodium Hsp90. S. cerevisiae expressing PfHsp90, BacTiter-Glo ATP, 48 h; yeast lacking PDR1 and PDR3 efflux regulators. inhibition, % at 9.4 µM. hit rate 0.32% among 310,000. AID 504621;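 active = every replicate shows inhibition above about 80%, whatever the replicate mean, limit read from the data; inconclusive = mean inhibition reaches the set limit but some replicate falls short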;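 note: 0% = DMSO neutral controls and 100% = 20 µM radicicol positive controls; yeast relying on Plasmodium falciparum Hsp90 in place of its own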
C-LANA FP – blocks KSHV LANA C-terminal domain binding to DNA | MBP-C-LANA/FAM-LBS DNA binding, fluorescence polarization | hit rate 0.078% among 340,000 | inhibition, % at 9 µM;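 active = highest replicate inhibition at or above 60% at 9 µM, even if other replicates fall short; inactive = all replicates below 60% inhibition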;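 note: 0% = neutral control wells and 100% = 4 µM acridine orange control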
dFosB act – activators of mouse delta FosB homodimer; hit rate 0.99% among 340,000; P13346; AID 493131; purified delta FosB, TAMRA-CDK5 oligo fluorescence polarization; percent of positive-control signal above neutral wells; activation, % at 25 µM;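 active = mean activation above about 17%, with every replicate also reaching it, limit read from the data, passing the limit was not always enough; inconclusive = only one of the two conditions met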;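 note: fluorescence polarization rise as delta FosB binds a TAMRA Cdk5 AP-1 oligo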
Target sequence (P13346 whole entry, looked up): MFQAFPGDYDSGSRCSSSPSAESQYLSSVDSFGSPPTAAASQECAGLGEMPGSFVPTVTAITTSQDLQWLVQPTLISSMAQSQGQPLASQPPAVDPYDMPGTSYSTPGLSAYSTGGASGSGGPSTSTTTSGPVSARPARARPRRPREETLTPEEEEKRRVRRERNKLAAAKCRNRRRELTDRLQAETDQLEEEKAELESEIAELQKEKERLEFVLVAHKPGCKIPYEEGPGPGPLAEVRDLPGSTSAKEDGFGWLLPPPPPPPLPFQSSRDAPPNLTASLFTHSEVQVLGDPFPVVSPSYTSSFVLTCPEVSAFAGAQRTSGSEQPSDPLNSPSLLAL
Keap1 Nrf2 FP – Keap1-Nrf2 (human) interaction inhibition. Q14145. Keap1 Kelch-Nrf2 peptide fluorescence polarization, 1536-well. inhibition, % at 9.4 µM. hit rate 0.15% among 340,000. AID 504523; in the data active = inhibition above about 12%; inconclusive = no clear call, values can overlap the other calls; inactive = below about 7.3%;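 note: human Keap1 Kelch domain with fluorescein labeled Nrf2 9mer peptide probe; 0% = neutral control wells and 100% = peptide positive control; higher means more block of Keap1 binding to Nrf2 peptide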
Target sequence (Q14145 whole entry, looked up, the tested form may be a part): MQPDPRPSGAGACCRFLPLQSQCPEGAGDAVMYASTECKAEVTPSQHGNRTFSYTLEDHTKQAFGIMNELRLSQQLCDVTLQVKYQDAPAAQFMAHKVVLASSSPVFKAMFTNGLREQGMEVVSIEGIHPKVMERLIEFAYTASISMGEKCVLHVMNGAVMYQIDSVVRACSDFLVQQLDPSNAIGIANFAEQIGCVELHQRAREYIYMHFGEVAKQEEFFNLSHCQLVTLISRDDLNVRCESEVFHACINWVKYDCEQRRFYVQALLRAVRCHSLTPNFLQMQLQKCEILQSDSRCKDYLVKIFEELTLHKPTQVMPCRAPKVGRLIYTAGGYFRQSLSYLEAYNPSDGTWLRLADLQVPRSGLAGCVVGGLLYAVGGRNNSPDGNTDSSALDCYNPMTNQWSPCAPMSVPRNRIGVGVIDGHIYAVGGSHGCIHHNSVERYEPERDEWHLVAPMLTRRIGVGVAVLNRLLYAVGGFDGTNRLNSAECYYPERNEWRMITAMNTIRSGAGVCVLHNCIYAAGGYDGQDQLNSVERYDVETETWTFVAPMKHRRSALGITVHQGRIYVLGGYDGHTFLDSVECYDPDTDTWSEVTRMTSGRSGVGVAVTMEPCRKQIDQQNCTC
PvdQ acylase – blocks Pseudomonas aeruginosa PvdQ acylase activity; hit rate 0.063% among 340,000; inhibition, % at 10 µM; purified PvdQ acylase, fluorescence plate reader; in the data active = inhibition above about 30%, passing the limit was not always enough; inconclusive = no clear call, values can overlap the other calls;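 note: 0% = vehicle neutral wells and 100% = reference inhibitor wells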
RTF Ca sens act – cardiac RTF calcium sensitization. P19429+P45379. IANBD-labeled TnC RTF fluorescence at EC20 calcium; 0% EC20 calcium, 100% full calcium. activation, % at 7.2 µM. hit rate 0.24% among 340,000;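 active = activation above the mean over all tested compounds plus 3 SD, cut at about 30% in these data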;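 note: rise in fluorescence read as greater calcium sensitivity of cardiac thin filaments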
SUMO Mot1 rescue – inhibitors of SUMOylation pathway: yeast Mot1-301 growth rescue | S. cerevisiae Mot1-301 growth rescue, ATP luminescence, 38.5C; percent above DMSO median, 100 means doubled | hit rate 1% among 320,000 | growth rescue, % at 18.8 µM;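 active = every valid replicate shows activation above 250% relative to neutral control wells; inactive = the rest, any valid replicate at or below 250%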;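 note: OY570 slx delta 5 strain wells were the positive control but not used for scaling; some compounds called inactive have numbers as strong as hits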
Cardiac RTF inh – cardiac RTF calcium desensitization | IANBD-labeled cardiac RTF, Ca2+ fluorescence | inhibition, % at 7.15 µM | hit rate 0.12% among 340,000;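 active = inhibition above the mean inhibition of all tested compounds plus 3 SD, cut at about 17% in these data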;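 note: assay run at fixed EC70 calcium of 1.6 mM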
Rtt109 Vps75 – blocks Candida albicans Rtt109/Vps75 acetyltransferase activity; purified Rtt109/Vps75, ThioGlo CoA-SH fluorescence, 4 h; inhibition, % at 34.9 µM; hit rate 0.16% among 330,000;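 active = inhibition of at least 50% in every replicate; inconclusive = best replicate reaches 50% inhibition but some replicates fall short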
* = called active by the depositor. Compounds were not picked by outcome, and some 3.2% of all compounds hit somewhere here.

Screening CC(=O)c1cccc(NS(=O)(=O)c2cc3c(cc2C)NC(=O)CO3)c1 returned NSD2 inh -1, CDK5 inh 2.1, PfHsp90 set2 -21, C-LANA FP -0.2, dFosB act -16, Keap1 Nrf2 FP -4, PvdQ acylase -9, RTF Ca sens act 1, SUMO Mot1 rescue -10, Cardiac RTF inh -1 and Rtt109 Vps75 -7.
`CCOC(=O)c1ccc(NC(=O)C2CC(O)CN2S(=O)(=O)c2ccc(C)cc2)cc1` (configuration not stated) gave NSD2 inh 0, CDK5 inh 1.1, PfHsp90 set2 18, C-LANA FP -1.0, dFosB act 0, Keap1 Nrf2 FP 3, PvdQ acylase 8, RTF Ca sens act -3, SUMO Mot1 rescue 21, Cardiac RTF inh -4 and Rtt109 Vps75 -3.
`COc1ccccc1/C=C1\Oc2cc(OC(=O)N3CCOCC3)ccc2C1=O` gave NSD2 inh 0, CDK5 inh 0.6, PfHsp90 set2 8, C-LANA FP 0.0, dFosB act 7, Keap1 Nrf2 FP -4, PvdQ acylase 9, RTF Ca sens act 1, SUMO Mot1 rescue -8, Cardiac RTF inh 6 and Rtt109 Vps75 -7.
`O=C(COC(=O)c1cc2c(s1)CCCC2)Nc1ccc(Cl)cn1` gave NSD2 inh 0, CDK5 inh 0.9, PfHsp90 set2 12, C-LANA FP 0.0, dFosB act 1, Keap1 Nrf2 FP -2, PvdQ acylase -15, RTF Ca sens act -3, SUMO Mot1 rescue 2, Cardiac RTF inh -3 and Rtt109 Vps75 -2.
`CCCCOc1ccc(C2/C(=C(/O)c3ccc4c(c3)CC(C)O4)C(=O)C(=O)N2CCCN2CCOCC2)cc1OC` (configuration not stated) gave NSD2 inh 4, CDK5 inh -0.2, PfHsp90 set2 10, C-LANA FP 0.0, dFosB act -6, Keap1 Nrf2 FP -5, PvdQ acylase -1, RTF Ca sens act -2, SUMO Mot1 rescue 1, Cardiac RTF inh 2 and Rtt109 Vps75 5.
For CCOC(=O)/C(C#N)=C/c1ccc(SC)cc1 the results were NSD2 inh -1, CDK5 inh 1.3, PfHsp90 set2 3, C-LANA FP -0.2, dFosB act 5, Keap1 Nrf2 FP -1, PvdQ acylase 45*, RTF Ca sens act -3, SUMO Mot1 rescue 14, Cardiac RTF inh 8 and Rtt109 Vps75 7.
Screening COC(=O)c1[nH]c2cccc(OC)c2c1NC(=O)CCN1CCC(C)CC1 returned NSD2 inh -5, CDK5 inh 0.3, PfHsp90 set2 -7, C-LANA FP 0.9, dFosB act 3, Keap1 Nrf2 FP -3, PvdQ acylase 4, RTF Ca sens act 2, SUMO Mot1 rescue 0, Cardiac RTF inh -6 and Rtt109 Vps75 28.
For Cc1ccccc1OCC(=O)NNC(=O)CCc1ccccc1 the results were NSD2 inh -6, CDK5 inh 0.1, PfHsp90 set2 9, C-LANA FP 2.3, dFosB act 1, Keap1 Nrf2 FP 4, PvdQ acylase -9, RTF Ca sens act 0, SUMO Mot1 rescue 2, Cardiac RTF inh 3 and Rtt109 Vps75 -5.
For COc1cccc(CNc2ccc3c(c2)ncn3C)c1OC the results were NSD2 inh 8, CDK5 inh -0.2, PfHsp90 set2 1, C-LANA FP 6.7, dFosB act -1, Keap1 Nrf2 FP 1, PvdQ acylase -16, RTF Ca sens act -3, SUMO Mot1 rescue -11, Cardiac RTF inh -4 and Rtt109 Vps75 -1.
CN(Cc1ccccc1)S(=O)(=O)c1cccc(C(=O)O)c1 was read as NSD2 inh -2, CDK5 inh 0.4, PfHsp90 set2 11, C-LANA FP -0.1, dFosB act -3, Keap1 Nrf2 FP -3, PvdQ acylase -15, RTF Ca sens act 0, SUMO Mot1 rescue -15, Cardiac RTF inh -20 and Rtt109 Vps75 -11.
CCc1ccc(NC(=O)N(C2CCC(C)CC2)C2CCN(C(C)=O)CC2)cc1 (configuration not stated) was read as NSD2 inh -1, CDK5 inh 4.7, PfHsp90 set2 3, C-LANA FP -5.7, dFosB act -3, Keap1 Nrf2 FP 0, PvdQ acylase 9, RTF Ca sens act 5, SUMO Mot1 rescue -4, Cardiac RTF inh 3 and Rtt109 Vps75 9.
Screening CC(C)C(=O)Nc1cccc(-c2cnc3ccccc3n2)c1 returned NSD2 inh -1, CDK5 inh -0.8, PfHsp90 set2 16, C-LANA FP -1.1, dFosB act -30, Keap1 Nrf2 FP -3, PvdQ acylase -17, RTF Ca sens act 3, SUMO Mot1 rescue -5, Cardiac RTF inh 3 and Rtt109 Vps75 -7.
Screening Cc1ccccc1CC(=O)NC1CCCCCC1 returned NSD2 inh -1, CDK5 inh -3.1, PfHsp90 set2 0, C-LANA FP -0.9, dFosB act 0, Keap1 Nrf2 FP -3, PvdQ acylase -2, RTF Ca sens act -9, SUMO Mot1 rescue 0, Cardiac RTF inh 4 and Rtt109 Vps75 -2.
Screening Cc1nnc(SCC(=O)N2CCN(c3ccccc3)CC2)n(N)c1=O returned NSD2 inh -2, CDK5 inh 0.8, C-LANA FP 0.6, dFosB act -2, Keap1 Nrf2 FP 3, PvdQ acylase -2, RTF Ca sens act -2, Cardiac RTF inh -5 and Rtt109 Vps75 1.
Cc1ccccc1CC1(CO)CCCN(C(=O)CCN2CCCO2)C1 (configuration not stated) was read as NSD2 inh -5, CDK5 inh -0.4, PfHsp90 set2 23, C-LANA FP 2.1, dFosB act -6, Keap1 Nrf2 FP -4, PvdQ acylase -12, RTF Ca sens act -4, SUMO Mot1 rescue 32, Cardiac RTF inh 0 and Rtt109 Vps75 -10.
CC(=O)Nc1ccc(NC(=O)C(C)OC(=O)CCc2c[nH]c3ccccc23)cc1 (configuration not stated) was read as NSD2 inh 3, CDK5 inh -0.2, PfHsp90 set2 -14, C-LANA FP -2.7, dFosB act -4, Keap1 Nrf2 FP -5, PvdQ acylase -12, RTF Ca sens act 1, SUMO Mot1 rescue -4, Cardiac RTF inh -5 and Rtt109 Vps75 5.
For CCCn1nnnc1SCC(=O)NCc1ccc(OC)cc1 the results were NSD2 inh -3, CDK5 inh -1.7, PfHsp90 set2 -1, C-LANA FP 0.1, dFosB act -2, Keap1 Nrf2 FP -2, PvdQ acylase -14, RTF Ca sens act 1, SUMO Mot1 rescue inactive, Cardiac RTF inh -6 and Rtt109 Vps75 -9.
Screening CCOc1cccc(C2C(C#N)=C(N)Oc3cc(C)oc(=O)c32)c1OCC (configuration not stated) returned NSD2 inh 0, CDK5 inh 1.3, PfHsp90 set2 -6, C-LANA FP -1.8, dFosB act 4, Keap1 Nrf2 FP -2, PvdQ acylase -8, RTF Ca sens act -1, SUMO Mot1 rescue -12, Cardiac RTF inh -3 and Rtt109 Vps75 -26.
For CNC(=S)N/N=C(\C)c1ccc(Cl)s1 the results were NSD2 inh 0, CDK5 inh -1.3, PfHsp90 set2 -10, C-LANA FP 2.1, dFosB act 4, Keap1 Nrf2 FP -2, PvdQ acylase 1, RTF Ca sens act -7, SUMO Mot1 rescue 10, Cardiac RTF inh -11 and Rtt109 Vps75 -20.
For CCOC(=O)N1CCN(C(=O)COc2ccccc2Cl)CC1 the results were NSD2 inh 2, CDK5 inh -0.2, C-LANA FP -0.2, dFosB act -3, Keap1 Nrf2 FP -8, PvdQ acylase -5, RTF Ca sens act 5, SUMO Mot1 rescue -1, Cardiac RTF inh -3 and Rtt109 Vps75 -8.
C=CCn1c(SCc2csc(C)n2)nc2sc3c(c2c1=O)CCCC3 was read as NSD2 inh 0, CDK5 inh -0.8, PfHsp90 set2 -2, C-LANA FP -0.8, dFosB act 2, Keap1 Nrf2 FP -5, PvdQ acylase -12, RTF Ca sens act -1, SUMO Mot1 rescue 6, Cardiac RTF inh -4 and Rtt109 Vps75 -13.
O=c1[nH]c2ccsc2c(=O)n1-c1ccc(F)c(Cl)c1 was read as NSD2 inh -3, CDK5 inh -6.8, C-LANA FP -0.1, dFosB act 2, Keap1 Nrf2 FP -2, PvdQ acylase -16, RTF Ca sens act 1, SUMO Mot1 rescue 55, Cardiac RTF inh -2 and Rtt109 Vps75 -16.
For CN(CC(=O)N1CCc2ccccc21)S(=O)(=O)c1ccc(Br)s1 the results were NSD2 inh 1, CDK5 inh -4.1, PfHsp90 set2 -12, C-LANA FP 1.9, dFosB act -12, Keap1 Nrf2 FP -4, PvdQ acylase -4, RTF Ca sens act -4, SUMO Mot1 rescue 717, Cardiac RTF inh -3 and Rtt109 Vps75 2.
`COc1cccc2c1C(=O)c1c(O)c3c(c(O)c1C2=O)CC(O)(C(=O)CO)CC3OC1CC(N(C)C)C(O)C(C)O1` (configuration not stated) gave NSD2 inh 24, CDK5 inh 0.6, PfHsp90 set2 106*, C-LANA FP 114*, dFosB act -382, Keap1 Nrf2 FP inconclusive, PvdQ acylase -10, RTF Ca sens act 201*, Cardiac RTF inh -269 and Rtt109 Vps75 -7.
CC1=C(C(=O)Nc2cc(C(=O)N3CCC(C)CC3)ccc2C)SCCO1 was read as NSD2 inh -5, CDK5 inh -3.9, PfHsp90 set2 25, C-LANA FP -3.3, dFosB act -9, Keap1 Nrf2 FP -8, PvdQ acylase -13, RTF Ca sens act 6, SUMO Mot1 rescue -1, Cardiac RTF inh 0 and Rtt109 Vps75 -5.
`CCOC(=O)N1CCN(C(=O)c2cn(CC)c3ccc(S(=O)(=O)N4CC(C)CC(C)C4)cc3c2=O)CC1` (configuration not stated) gave NSD2 inh -4, CDK5 inh 0.3, PfHsp90 set2 1, C-LANA FP 1.6, dFosB act -5, Keap1 Nrf2 FP 2, PvdQ acylase -3, RTF Ca sens act -6, SUMO Mot1 rescue 4, Cardiac RTF inh -7 and Rtt109 Vps75 0.
`O=C(NCC(=O)N1CCN(c2ccccc2F)CC1)c1cccs1` gave NSD2 inh -3, CDK5 inh -0.5, PfHsp90 set2 2, C-LANA FP -0.8, dFosB act 7, Keap1 Nrf2 FP -3, PvdQ acylase -13, RTF Ca sens act 2, SUMO Mot1 rescue 1, Cardiac RTF inh -7 and Rtt109 Vps75 -9.
CCN(C(=O)COc1ncnc2scc(-c3ccc(F)cc3)c12)C1CCS(=O)(=O)C1 (configuration not stated) was read as NSD2 inh -1, CDK5 inh -1.6, PfHsp90 set2 11, C-LANA FP 0.0, dFosB act -9, Keap1 Nrf2 FP -4, PvdQ acylase -11, RTF Ca sens act -5, SUMO Mot1 rescue 301, Cardiac RTF inh -12 and Rtt109 Vps75 4.
`O=C(Nc1ccccc1C(=O)N1CCCCC1)c1ccccc1C(F)(F)F` gave NSD2 inh -1, CDK5 inh -2.2, PfHsp90 set2 -2, C-LANA FP 0.1, dFosB act 5, Keap1 Nrf2 FP 0, PvdQ acylase -15, RTF Ca sens act 0, SUMO Mot1 rescue 117, Cardiac RTF inh -5 and Rtt109 Vps75 -9.
`CC(Cc1cccs1)NC(=O)NC1CCCCC1` (configuration not stated) gave NSD2 inh -7, CDK5 inh 0.5, PfHsp90 set2 -2, C-LANA FP 2.3, dFosB act 3, Keap1 Nrf2 FP -3, PvdQ acylase -9, RTF Ca sens act 13, SUMO Mot1 rescue 6, Cardiac RTF inh -11 and Rtt109 Vps75 -40.
